Rv3671c protease: Rv3671c serine protease inhibitors, primary screen, biochemical, fluorescence polarization, M. tuberculosis H37Rv. P9WHR9. inhibition, % at 5.96 µM. 320,000 tested, 0.048% active; in the data active = inhibition above about 38%;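 note: extracellular domain of Rv3671c used as enzyme; 0% = enzyme with DMSO and 100% = no enzyme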
MazF activator: activators of E. coli MazEF toxin-antitoxin RNase, primary screen, biochemical, fluorescence, uHTS. Endoribonuclease toxin MazF (Escherichia coli (strain K12)), P0AE70. FAM/BHQ RNA-DNA oligo cleavage fluorescence, 5 h. activation, % at 20 µM. 350,000 tested, 0.32% active. AID 504720, 2011; in the data active = activation above about 50%
DUSP3 inh: VHR1 phosphatase inhibitors, primary screen, biochemical, absorbance, uHTS. recombinant VHR phosphatase, pNPP absorbance. inhibition, % at 13.3 µM. Dual specificity protein phosphatase 3 (Homo sapiens), P51452. 290,000 tested, 0.52% active; in the data active = inhibition above about 50%; note: some compounds called inactive have numbers as strong as hits
Target sequence (P51452 whole entry, looked up): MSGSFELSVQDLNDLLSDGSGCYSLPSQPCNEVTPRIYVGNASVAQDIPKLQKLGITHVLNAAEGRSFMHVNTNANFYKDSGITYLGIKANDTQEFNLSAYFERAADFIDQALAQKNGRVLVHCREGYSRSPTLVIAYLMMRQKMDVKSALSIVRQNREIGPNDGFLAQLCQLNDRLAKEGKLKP
BH1578 lux ind: inducers of Vibrio cholerae quorum light production without autoinducers, primary screen, BH1578 luxS cqsA deficient, single point. V. cholerae BH1578 lux reporter, luminescence, 6 h. 350,000 tested, 0.16% active. activation, % at 18.7 µM; in the data active = activation mostly above about 9.7%, no sharp cut-off; inconclusive = no clear call, values can overlap the other calls; inactive = mostly below about 3.7%; note: not every result past the cut was called active; inactives centre near 0; reference of the scale not given here
PfHsp40 yeast: rescue of yeast from PfHsp40 toxicity, primary screen, S. cerevisiae, ATP luminescence; 340,000 tested, 0.68% active; AID 504582, 2011; S. cerevisiae expressing PfHsp40, growth rescue; growth rescue, % at 12.5 µM; in the data active = growth rescue above about 28%, passing the limit was not always enough; inconclusive = no clear call, values can overlap the other calls;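 note: yeast W303a lacking pdr1 and pdr3 grown in galactose medium; growth measured after three days at 30 °C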
PriA SSB inh: inhibitors of Klebsiella pneumoniae PriA binding to SSB C-terminal tail, primary screen, biochemical, AlphaScreen; PriA–SSB C-terminal tail interaction (Klebsiella pneumoniae); AlphaScreen SSBct-PriA binding, biotinylated peptide; inhibition, % at 33 µM; 430,000 tested, 0.6% active; AID 1272365, 2023; in the data active = inhibition mostly above about 37%, no sharp cut-off; inactive = mostly below about 20%;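 note: plate controls were negative control peptide for no effect and reference peptide for full effect; strong numbers were not always called active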
Anthrax LF inh2: Bacillus anthracis LF protease inhibitors, primary screen, biochemical, multiplex microsphere, MLPCN library; multiplex microsphere protease cleavage assay; inhibition, % at 10 µM; 360,000 tested, 0.12% active; in the data active = inhibition above about 30%; inconclusive = no clear call, values can overlap the other calls; note: plate controls were buffer without enzyme for full effect and enzyme alone for no effect
Target sequence (P15917 whole entry, looked up): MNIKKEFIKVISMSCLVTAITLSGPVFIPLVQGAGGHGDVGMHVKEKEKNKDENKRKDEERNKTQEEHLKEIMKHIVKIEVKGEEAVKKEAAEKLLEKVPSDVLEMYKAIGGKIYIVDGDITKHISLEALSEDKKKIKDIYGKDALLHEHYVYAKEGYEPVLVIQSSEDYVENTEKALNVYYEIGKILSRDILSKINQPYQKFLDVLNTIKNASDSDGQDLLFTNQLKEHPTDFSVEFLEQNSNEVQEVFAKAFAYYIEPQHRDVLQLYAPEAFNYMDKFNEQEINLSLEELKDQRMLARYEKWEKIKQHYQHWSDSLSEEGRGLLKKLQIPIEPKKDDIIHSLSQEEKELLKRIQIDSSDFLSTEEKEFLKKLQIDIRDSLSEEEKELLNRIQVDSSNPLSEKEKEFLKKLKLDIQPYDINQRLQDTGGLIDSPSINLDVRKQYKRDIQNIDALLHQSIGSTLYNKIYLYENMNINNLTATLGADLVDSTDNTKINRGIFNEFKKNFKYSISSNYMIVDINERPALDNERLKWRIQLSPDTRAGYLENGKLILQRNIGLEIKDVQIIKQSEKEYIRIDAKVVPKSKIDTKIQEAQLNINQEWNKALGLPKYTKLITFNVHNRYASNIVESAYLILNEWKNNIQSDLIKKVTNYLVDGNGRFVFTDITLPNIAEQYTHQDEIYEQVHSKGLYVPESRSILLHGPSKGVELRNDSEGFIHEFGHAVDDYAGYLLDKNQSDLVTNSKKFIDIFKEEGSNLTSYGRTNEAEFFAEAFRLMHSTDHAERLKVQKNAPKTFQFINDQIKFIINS
3CLpro inhibitor: SARS-CoV 3CLpro protease inhibitors, primary screen, biochemical, quenched FRET; Replicase polyprotein 1ab (Severe acute respiratory syndrome coronavirus), P0C6X7; recombinant SARS-CoV 3CLpro, quenched FRET peptide cleavage; inhibition, % at 6 µM; 290,000 tested, 0.14% active; AID 1706, 2009; in the data active = inhibition above about 12%
Y pestis TopoI: Yersinia pestis topoisomerase I inhibitors, primary screen, biochemical, cleavage product accumulation, plate reader, single point. DNA topoisomerase I (Yersinia pestis CO92). Y. pestis Topo-I cleavage product accumulation. activity, % at 10 µM. 360,000 tested, 0.064% active. AID 504884, 2011; in the data active = activity above about 50%, passing the limit was not always enough; inconclusive = no clear call, values can overlap the other calls; note: inactives centre near 2
TcdB inh: TcdB glycohydrolase inhibitors, primary screen, biochemical, single point, plate reader. Toxin B (Clostridioides difficile), P18177. TcdB glycohydrolase enzymatic assay. inhibition, % at 9.99 µM. 350,000 tested, 0.24% active. AID 652162, 2013; in the data active = inhibition above about 10%
Numbers without * were called inactive; i = inactive; ? = inconclusive; nt = no result given; & = joins results of further samples. This is a subset (hit frequency here may not be typical).

Values run as follows: Rv3671c protease	MazF activator	DUSP3 inh	BH1578 lux ind	PfHsp40 yeast	PriA SSB inh	Anthrax LF inh2	3CLpro inhibitor	Y pestis TopoI	TcdB inh
- CC1CCCCC1NS(=O)(=O)c1ccc(S(=O)(=O)NCc2ccncc2)cc1 (stereo unspecified)
→ 1	3	19	nt	nt	1	nt	4	nt	nt
- CCCCn1c(SCC(=O)N2CCCC2)nc2cc(S(N)(=O)=O)ccc21
→ 11	7	-3	2.4	3.7	-3	-3	3	3	6.4
- O=C(O)c1ccc2c(=O)n3c(nc2c1)/C(=C/c1ccccc1C(F)(F)F)CCCC3
→ -9	-2	-5	-4.1	0.3	3	1	-3	5	nt
- COC(=O)CN1C(=S)N(c2ccc(Cl)cc2)C(=O)C1CC(=O)Nc1ccc(F)cc1 (stereo unspecified)
→ -3	3	-8	-0.2	1.5	-5	-1	7	-17	1.6
- O=C(CSc1nnc(-c2c[nH]c3ccccc23)o1)c1ccc(-c2ccccc2)cc1
→ -14	-10	9	-0.6	-0.9	4	0	6	-3	nt
- CCOC(=O)C1CCN(c2nc3c(C)cccn3c(=O)c2/C=C(\C#N)S(=O)(=O)c2ccccc2)CC1
→ -15	-19	-1	-0.5	0.2	-5	9	-1	7	-0.4
- CCN(CC)S(=O)(=O)c1cc(-c2nn(C)c(=O)c3ccccc23)ccc1C
→ -6	0	11	-0.1	0.2	11	2	-1	13	nt
- COc1ccccc1N(Cc1ccccc1)S(=O)(=O)c1cccc(C(=O)Nc2ccc(C)cn2)c1
→ -34	-9	nt	-5.6	-1.0	-6	1	nt	7	-0.1
- CC(C)[C@@H]1NC(=O)c2cc([N+](=O)[O-])cc(I)c2NCCC[C@@H](C(N)=O)NC(=O)[C@H](CO)NC1=O
→ -6	11	8	nt	nt	0	nt	3	nt	-3.3
- O=C(O)CSCC(=O)N1CCCN(c2ccc(C(F)(F)F)cn2)CC1
→ nt	9	21	i	0.9	-11	5	-1	-8	-0.4
- COc1ccc(-c2nnc3sc(C(C)N4C(=O)c5ccccc5C4=O)nn23)cc1 (stereo unspecified)
→ 3	10	-8	-0.4	1.0	-3	0	-5	25	0.9
- COCCN(CC(=O)Nc1ccccc1C)S(=O)(=O)c1ccc(S(=O)(=O)N2CCCC2)cc1
→ -2	27	20	-2.0	0.5	-9	-3	-3	22	nt
- Nc1nc2ncc(CNc3ccc(C(=O)N[C@@H](CCC(=O)O)C(=O)O)cc3)nc2c(=O)[nH]1
→ 0	5	25	-0.3	0.3	-5	-6	3	-1	1.0
- O=C(c1ccc(-c2ccccc2)cc1)C1CCCN(Cc2ccn[nH]2)C1 (stereo unspecified)
→ -3	3	34	-0.3	-0.4	13	-3	2	12	1.6
- O=C1CCCN1c1ccc(S(=O)(=O)NCc2ccco2)cc1
→ 4	-2	6	-0.6	-0.5	-12	-6	-2	-4	nt
- CC1(C(=O)NS(=O)(=O)c2ccc(Cl)s2)CCN1C(=O)C1(c2ccccc2)CCCC1 (stereo unspecified)
→ nt	nt	nt	-0.1	nt	nt	-1	nt	7	-2.7
- O=C(Cn1c(C(F)(F)F)nc2ccccc21)N/N=C/c1ccco1
→ -1	0	32	-0.2	-0.3	nt	-2	2	7	-0.4
- N#CCCN(Cc1cccnc1)C(=S)Nc1ccc(OC(F)F)cc1
→ -8	-11	9	i	0.5	-8	-5	2	2	0.8
- Cc1ccc(C(=O)N2CC(=O)NC(=O)C2)cc1
→ -8	5	1	-0.2	-0.8	-16	7	5	1	0.5
- CC1CN(C(=O)/C=C/c2ccc([N+](=O)[O-])s2)CC(C)O1 (stereo unspecified)
→ 8	7	17	-0.4	-0.9	5&0	4	1	-13	0.2
- CCOC(=O)c1nc(Nc2ccc(Nc3ccccc3)cc2)c2ccccc2n1
→ nt	-1	34	nt	5.7	47*	-4	0	-13	1.1
- CSc1ccccc1C(=O)OCC(=O)Nc1c(C)n(C)n(-c2ccccc2)c1=O
→ nt	12	nt	-0.8	nt	nt	-4	nt	-6	1.0
- COc1ccccc1NC(=O)COC(=O)c1ccc2c(c1)nc(C)n2-c1ccccc1
→ -4	9	0	-0.6	1.8	-17	2	4	36	nt
- CCOC(=O)C1=C(C)NC(SCC(=O)O)=C(C#N)C1c1ccco1 (stereo unspecified)
→ 10	3	15	-0.7	-0.8	-26	-6	3	0	nt
- CCC(CC)C(=O)Nc1ccc(Cl)c(Cl)c1
→ 4	-3	35	i	1.7	-27	-2	0	-3	nt
- CN(C)c1ccc(/C=C/C=N/Nc2nc(N3CCOCC3)nc(N3CCOCC3)n2)cc1
→ -1	-7	16	-0.9	0.2	nt	-7	-2	4	-0.8
- COc1ccc(NC(=O)CSc2nc3ccccc3nc2N2CCOCC2)c(OC)c1
→ 5	6	17	-0.2	2.1	2	-2	-2	?	0.7
- CCOC(=O)C1CCN(S(=O)(=O)c2c(C)noc2C)CC1
→ 5	-4	10	1.3	-1.0	-20	-2	9	-2	-1.6
- c1ccc(C2c3[nH]c4ccccc4c3CCN2Cc2cccn2-c2cccnc2)nc1 (stereo unspecified)
→ 1	-44	9	-0.7	nt	17	3	1	-3	0.1
- Cc1cc(O)c(C(C)C)cc1NC(=O)Nc1ccc([N+](=O)[O-])cc1
→ nt	1	nt	nt	0.6	4	-5	nt	-2	-0.7
- OC(CNCC1CCCO1)Cn1c2ccccc2c2ccccc21 (stereo unspecified)
→ -10	12	26	i	0.0	4	-5	-1	-2	nt
- CCCn1c(SCc2ccc(Cl)cc2)nc2c1c(=O)[nH]c(=O)n2C
→ -6	9	22	-0.5	-1.3	2	-7	-3	?	nt
- O=C(Nc1ccc2ccccc2c1)NC1CCS(=O)(=O)C1 (stereo unspecified)
→ -10	1	21	i	-0.4	-12	2	2	-2	1.0
- COc1ccc(OC)c(C(O)c2nc3ccccc3n2C(C)C)c1 (stereo unspecified)
→ 4	5	-4	-1.7	1.7	-8	-2	2	9	nt
- COc1cc(C)nc(N(Cc2ccccc2)S(=O)(=O)c2ccccc2)n1
→ -13	-2	29	-0.9	0.4	-54	-1	0	-8	nt
- COc1ccc(NC(=O)CSc2nncn2N)c(OC)c1
→ 2	0	25	-0.1	-1.5	3	-8	-5	-2	1.2
- CCOC(=O)CCNC(=O)N1CCCC(CCC(=O)N(C)CCc2ccccn2)C1 (stereo unspecified)
→ 6	0	-3	i	1.1	4	3	3	-1	0.4
- O=C(O)CCn1[nH]c(=O)c2ccccc2c1=O
→ -1	-1	29	i	-1.9	-21&-2	5	0	-4	nt
- Cc1cc(NC(=O)C(C)SCC(=O)OCC(=O)N(Cc2ccccc2)C(C)(C)C)no1 (stereo unspecified)
→ -3	4	14	-1.7	-1.4	3	-2	2	15	-0.3
- CS(=O)(=O)C1=NN2C(=N)/C(=C\c3ccc(OC(=O)c4ccco4)cc3)C(=O)N=C2S1
→ 2	1	-26	-0.3	1.2	0	0	2	-3	-0.4

Arranged by count of non-hydrogen atoms (descending): four of the compounds above.
Values run as follows: Rv3671c protease	MazF activator	DUSP3 inh	BH1578 lux ind	PfHsp40 yeast	PriA SSB inh	Anthrax LF inh2	3CLpro inhibitor	Y pestis TopoI	TcdB inh
- CS(=O)(=O)C1=NN2C(=N)/C(=C\c3ccc(OC(=O)c4ccco4)cc3)C(=O)N=C2S1
→ 2	1	-26	-0.3	1.2	0	0	2	-3	-0.4
- COc1cc(C)nc(N(Cc2ccccc2)S(=O)(=O)c2ccccc2)n1
→ -13	-2	29	-0.9	0.4	-54	-1	0	-8	nt
- CCCn1c(SCc2ccc(Cl)cc2)nc2c1c(=O)[nH]c(=O)n2C
→ -6	9	22	-0.5	-1.3	2	-7	-3	?	nt
- O=C(Nc1ccc2ccccc2c1)NC1CCS(=O)(=O)C1 (stereo unspecified)
→ -10	1	21	i	-0.4	-12	2	2	-2	1.0

(next part)
SMILES	Rv3671c protease	MazF activator	DUSP3 inh	BH1578 lux ind	PfHsp40 yeast	PriA SSB inh	Anthrax LF inh2	3CLpro inhibitor	Y pestis TopoI	TcdB inh
O=C1CC(N(O)c2ccccc2)C(=O)N1Cc1ccccc1 (stereo unspecified)	0	0	-9	-0.3	0.6	-7	-11	1	1	nt
CCOc1ccc(S(=O)(=O)NCC(c2ccc3c(c2)OCO3)N2CCN(C)CC2)cc1 (stereo unspecified)	-8	6	nt	-1.2	-0.4	0	4	nt	-6	0.2
CC(C)C(NC(=O)c1ccc(Cl)cc1)C(=O)NCC1CCCO1 (stereo unspecified)	-8	-1	-7	0.1	-2.2	-7	-3	-4	1	0.2
CC(=O)Nc1c(I)c(NC(C)=O)c(I)c(C(=O)O)c1I	5&0&4	-1&3	-9	-1.1&-3.6	-0.7&0.3	2	-3&2	1&-1	3&-10	1.0&1.8
C/C(=N\N=C1\NC(=O)CC(C(=O)O)S1)c1ccc(F)cc1 (stereo unspecified)	-6	-1	-7	0.8	1.0	nt	2	-3	8	-0.1
CCOC(=S)SCC(=O)Nc1nc(-c2ccc(Br)cc2)cs1	-29	2	17	0.4	-0.1	-22	-2	0	-6	1.0
Cc1sc2c(c1C)C(=O)/C(=C\Nc1ccncc1)S(=O)(=O)N2C	-1	1	-15	-0.6	-0.3	nt	-12	6	8	0.9
CS(=O)(=O)c1ccc(Sc2nc3ccccc3s2)c([N+](=O)[O-])c1	1	-3	-13	-0.1	-0.2	-14	3	1	3	nt
CC(CN1CCN(C)CC1)OC(=O)c1ccccc1Cl (stereo unspecified)	2	8	30	-14	-1.1	-25	1	-1	2	nt
CCCCN(C(=O)c1cc(Cl)nc2ccccc12)c1c(N)n(Cc2ccccc2)c(=O)[nH]c1=O	-2	-5	nt	i	-0.5	-8	-2	nt	11	2.9
CS(=O)(=O)N1CCN(C2CCN(Cc3ccccc3)CC2)CC1	3	5	15	i	-1.7	-8	3	-6	-4	-0.8
O=C1CCC(=O)N1c1ccc(S(=O)(=O)Nc2cccc(Br)c2)cc1	-3	4	18	i	-0.5	-8	-4	3	-2	0.3
COc1cccc(CN(C(=O)c2cccs2)C2CCS(=O)(=O)C2)c1 (stereo unspecified)	-4	0	8	-0.2	-0.5	-8	0	-6	-8	-6.0
COc1ccc(NC(=O)C2CC(=O)N(c3ccccc3F)C2)cc1S(=O)(=O)N1CCCCC1 (stereo unspecified)	nt	6	nt	0.1	nt	nt	0	nt	8	13*
O=C(/C=C/c1ccco1)NC1=NCCS1	-9	4	-6	-0.6	0.0	-3	-5	-2	1	nt

Assay outcomes: PubChem BioAssay, several laboratories
